# Screening data: PubChem BioAssay, National Center for Advancing Translational Sciences (NCATS)
# HepG2 viability: qHTS for Inhibitors of TGF-b: Cytotox Counterscreen | HepG2 CAGA-GFP viability, ATP luminescence, 18 h | Potency, µM (titrated, usually from 46.1 µM), for the others: at the highest dose activity change, negative = cytotoxicity, usual class: cytotoxic | 410,000 compounds, 0.76% hits | AID 588856, 2011; further: potency means the concentration at half of the fitted maximal effect; some results filed as inactive show a strong effect at the top dose
#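 CellTiter-Glo luminescence gave cytotoxicity after 18 hours at 37 degrees C. The cells were HepG2 CAGA-GFP in 1% FBS DMEM, stimulated with 500 pg/mL TGF-beta after compound addition. %Activity was normalised to no-cell wells (complete cell-killing) and DMSO (no toxicity), and curves were fitted and classified.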
# A549 tox: Nrf2 qHTS screen for inhibitors: counterscreen for cytotoxicity; Potency, µM (highest dose often 46 µM), inactives show at the top dose activity change, negative = cytotoxicity, actives largely listed as inhibitors; AID 504648, 2011; 390,000 compounds, 0.16% hits; A549 ARE-Fluc cells, CellTiter-Fluor viability, 18-24 h; further: potency means the concentration at half of the fitted maximal effect; on the % scale 0 is the no-effect control and ±100 the full control effect
#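 A549 ARE-Fluc cells in 5% FBS OPTI-MEM, 5000 cells/well, rested 2 h then exposed to compounds in concentration-response for 18-24 h at 37 °C. Viability by CellTiter-Fluor fluorescence (Ex 405/Em 525) after 30 min; luciferase luminescence (BugLite, 15 min, RT) read afterwards.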
# CCT modulator: High-Throughput Screening for Modulators of Cytosolic Chaperonin Activity; purified chaperonin ATPase assay, HTRF ADP detection, 30 min; activity change, % (no concentration beside the values), hits read low; 360,000 compounds, 0.3% hits; AID 651819, 2012; in the data active means activity change below about -30%; further: on the % scale 0 is the no-effect control and ±100 the full control effect
#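 TRiC (40 or 20 nM final, by batch activity) in 30 mM Tris pH 7.4, 100 mM KCl, 5 mM MgCl2, 1 mM DTT was treated with compound at 76 uM single dose, then 10 uM ATP, 30 min at 37 °C. ADP was read by HTRF Transcreener.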
# Nrf2 block: Nrf2 qHTS screen for inhibitors | 360,000 compounds, 2.1% hits | AID 504444, 2011 | Potency, µM (titrated, usually from 46 µM), for the others: at the highest dose activity change, negative = inhibition, most hits filed as inhibitors | A549 ARE-Fluc reporter, luciferase luminescence, 18-24 h; further: potency means the concentration at half of the fitted maximal effect; on the % scale 0 is the no-effect control and ±100 the full control effect; nearly all actives have a fitted effect of over 60% in size
#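 Reporter: ARE-Fluc in A549. Exposure: 18-24 h, 37 °C, 5% CO2, 5% FBS OPTI-MEM. Readouts: fluorescent cytotoxicity (CellTiter-Fluor), then luminescent Nrf2 signal after BugLite.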
# TGFb inhibitor: qHTS for Inhibitors of TGF-b; HepG2 CAGA-GFP TGF-b/SMAD3 reporter, GFP fluorescence, 18 h; TGF-beta stimulated, 500 pg/mL final; Potency, µM (highest dose often 46.1 µM), for the others: top-dose activity, negative = inhibition, most hits filed as inhibitors; 410,000 compounds, 1.2% hits; further: potency means the concentration at half of the fitted maximal effect; on the % scale 0 is the no-effect control and ±100 the full control effect; nearly all actives have a fitted effect of over 65% in size
#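 Per well, imaged GFP fluorescence of HEPG2 CAGA-GFP cells gives the signal; cells get compound, then TGF-beta (500 pg/mL final), 18 h at 37 degrees C; %Activity versus -TGF-beta and +DMSO controls.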
# Nrf2 activator: qHTS of Nrf2 Activators; 410,000 compounds, 0.31% hits; AREc32 ARE-luciferase reporter (MCF7-derived line), luminescence, 24 h; Potency, µM (doses to about 46.1 µM), without a hit: at the highest dose activation, hits mostly activators; AID 624171, 2012; further: potency means the concentration at half of the fitted maximal effect; % of control where 0% means no effect; nearly all actives have a fitted effect of over 65% in size
#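 Each well held 1000 AREc32 cells, which were incubated with compound for 24 hr at 37 deg C after overnight attachment, and ARE reporter activity was quantified by firefly luciferase luminescence.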
# MmCpn inh: Inhibitors of TCP-1 ring complex (TRiC) of Methanococcus maripaludis (MmCpn): qHTS. AID 504842, 2011. Chaperonin Mm-Cpn (Methanococcus maripaludis). purified Mm-Cpn ATPase, ADP Transcreener TR-FRET. 330,000 compounds, 0.031% hits. Potency, µM (highest dose often 76.9 µM), without a hit: at the top dose activity, negative = inhibition, most hits filed as inhibitors; further: potency means the concentration at half of the fitted maximal effect; on the % scale 0 is the no-effect control and ±100 the full control effect; nearly all actives have a fitted effect of over 80% in size
#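 TR-FRET (320 nm excitation; 590 and 665 nm emission) reports ADP made from 10 uM ATP by 25 nM enzyme; compounds were preincubated 10 min, reaction run 30 min, both at 37°C.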
# Akt phos inh: HTS Assay for Inhibitors of Akt Phophorylation: Primary Screen. Neuro2A IGF-stimulated pAkt S473 HTRF, 20 min; stronger effect = lower value. activity change, % for hits at 50 µM. 360,000 compounds, 0.32% hits; in the data active means activity change below about -80%; inconclusive means mostly about -51% to -80%; further: on the % scale 0 is the no-effect control and ±100 the full control effect
#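 Neuro2A cells (4,500/well, DMEM with 0.5% FBS) were treated with compound at a single 50 µM final concentration, stimulated with 6 nM IGF for 20 min at 37 °C, and lysed. Phospho-Akt Ser473 was read by HTRF as 665/615 ratio ×10^4.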
# Abeta rescue: qHTS for compounds that reverse cellular toxicity of Amyloid beta (A-beta) peptide in yeast: Primary Screen | yeast expressing A-beta42, growth rescue, OD600, 48 h; response scale: 0% DMSO, 100% iron-clioquinol control | Potency, µM (titrated, usually from 46.1 µM), for inactives: at the highest dose growth rescue, hits mostly activators | 410,000 compounds, 0.063% hits | AID 1347071, 2019; further: potency means the concentration at half of the fitted maximal effect; nearly all actives have a fitted effect of over 55% in size
#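 Yeast A-beta toxicity model in growth medium with pinned compounds, 48 h at 30 C; growth read as absorbance at 600 nm. Normalized to FeCl3/clioquinol equimolar mix (positive) and DMSO (negative).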
# * hit, by the source's call; i = inactive; ? = inconclusive; . = no result given; [ ] = another dose, or the depositor's remark. Unless noted, the call rests on the fitted dose curve; in most records, active means well fitted curve in the direction sought with a large enough effect; inconclusive means small, poorly fitted or top-dose-only effect, or another doubt; inactive means no such curve, though single readings can be large; an effect the other way counts as inactive or inconclusive.
SMILES,HepG2 viability,A549 tox,CCT modulator,Nrf2 block,TGFb inhibitor,Nrf2 activator,MmCpn inh,Akt phos inh,Abeta rescue
COc1ccc2sc(NC(=O)CC(C)C)nc2c1,-20%,-8%,-1.5,?,-1%,2.4%,-2%,i,13%
COc1ccc(NC(=O)CSCC(=O)N2CCN(C(=O)c3ccco3)CC2)cc1,-1%,5%,-2.3,4%,-3%,-0.6%,1%,i,6%
CCOc1ccc(CNC(=O)c2cc3ccccn3n2)cc1OC,-15%,14%,.,?,5%,2.8%,.,.,-24%
O=C(COC(=O)/C=C/c1ccc(OC(F)F)cc1)Nc1cccc(S(=O)(=O)N2CCCC2)c1,0%,-5%,0.9,9%,-3%,-0.1%,-2%,i,-5%
O=C(c1cc(-c2ccc(O)cc2)on1)N1CCCCCC1,-8%,-10%,0.1,?,4%,2.5%,2%,i,-9%
Cc1ccc(S(=O)(=O)N2C[C@H]3C(=O)C[C@@H](c4ccccc4)N(S(=O)(=O)c4ccccc4[N+](=O)[O-])[C@H]3C[C@H]2c2ccccc2)cc1,-9%,.,0.3,.,-14%,-0.1%,.,i,-21%
C[C@H]1Cn2cnc(C(=O)Nc3ccc(CNC(=O)OC(C)(C)C)cc3)c2C(=O)N1,-4%,.,0.7,.,3%,-0.6%,.,i,-4%
Cc1ccccc1OCCCn1c(CCNC(=O)C2CCCCC2)nc2ccccc21,-55%,?,.,?,?,4.3%,.,.,4%
CN(CC(=O)Nc1cccc(F)c1)C(=O)c1ccc(N2CCOCC2)c([N+](=O)[O-])c1,-26%,-9%,1.1,?,-19%,3.4%,-1%,i,11%
COc1ccccc1NC(=O)CN1CCN(S(=O)(=O)c2ccc(Br)cc2)CC1,1%,-5%,-0.9,-3%,1%,-0.4%,1%,i,9%
CCOc1ccc(NC(=O)c2cc3c(=O)n(Cc4cccs4)ccc3nc2C)cc1,-22%,9%,.,5%,?,5.4%,.,.,-15%
COC(=O)CCN(c1ccccc1)S(=O)(=O)c1ccc(OC)cc1,1%,0%,-2.8,3%,-2%,-0.5%,0%,i,4%
O=c1c(N2CCc3ccccc3C2)csc2ccccc12,-3%,-12%,.,.,-3%,?,.,.,10%
O=C(CCC1CCCCC1=O)c1ccccc1 (stereo unspecified),-8%,-2%,0.5,28%,-3%,-0.4%,2%,i,-1%
O=C(COC(=O)c1ccccc1O)NCc1ccc2c(c1)OCO2,5%,3%,-0.1,11%,13%,1.8%,-8%,i,-21%
CCOc1ccc(NS(=O)(=O)c2ccc(C(=O)NCC(c3ccco3)N3CCCC3)cc2)cc1 (stereo unspecified),-33%,-1%,0.7,4%,-32%,0.2%,0%,i,-4%
Cc1cc(C)c(C)c(OCC(=O)O/N=C(\N)c2ccccn2)c1,-33%,-7%,-1.3,-17%,8%,5.8%,2%,i,21%
CCOC(=O)c1c[nH]c2c(C)cc(C)cc2c1=O,0%,-2%,-1.7,3%,0%,-0.6%,2%,i,-7%
COc1ccc(CCNC(=O)CSc2nc(=O)[nH]c3c2CCC3)cc1OC,1%,-8%,2.1,-5%,11%,0.1%,0%,i,-1%
COc1cc(C(=O)OCC(=O)NC2CCCC2)cc(OC)c1OC,-10%,7%,0.1,5%,0%,-0.5%,0%,i,-9%
CC(=O)Oc1c(S(=O)(=O)c2ccc(C)cc2)c(C)nn1-c1ccccc1,-3%,0%,2.5,.,2%,-0.2%,-1%,i,?
Cc1ccc(S(=O)(=O)NN=C2CCc3ccccc32)cc1,-20%,.,0.0,.,-1%,8.9%,.,i,13%
O=C(CCCN1C(=O)CCC1=O)Nc1ccc2c(c1)OCCO2,10%,3%,-0.5,?,54%[activator],-0.3%,-2%,i,3%
O=S(=O)(Nc1ccccc1)c1ccc(NS(=O)(=O)c2c(F)cccc2F)cc1,-3%,0%,2.2,-2%,13%,-1.0%,0%,i,-14%
O=C(c1cnc2sccn2c1=O)N(Cc1ccccc1)c1ccccn1,-12%,1%,-1.4,6%,-9%,-1.8%,-5%,i,-10%
SMILES,HepG2 viability,A549 tox,CCT modulator,Nrf2 block,TGFb inhibitor,Nrf2 activator,MmCpn inh,Akt phos inh,Abeta rescue
Cc1nn(C)c(NC(=O)c2ccc(Cl)cc2Cl)c1Br,-11%,10%,-2.0,13%,0%,-0.5%,1%,i,18%
Cn1c(/C(C#N)=C(\O)c2ccccc2Cl)nc2ccccc21,-2%,2%,-2.2,?,1%,13%,.,i,-2%
Cc1cccc(-c2c3c(=O)n(C)c(=O)n(C)c3cn2-c2cc(N)c(Cl)cc2Cl)c1,-22%,-15%,.,?,?,0.4%,.,.,18%
Cc1ccccc1Oc1nc2ccccn2c(=O)c1/C=C(\C#N)c1nc2ccccc2[nH]1,-28%,1%,.,6%,.,4.1%,.,.,0%
CCN(CC)S(=O)(=O)c1cc(OCC(N)=O)c(C)cc1Cl,-12%,-2%,-2.1,13%,-24%,2.8%,-1%,i,-2%
CCCC(=O)Oc1ccc(N(C(=O)CCC)S(=O)(=O)c2cccs2)cc1,0%,-4%,-2.9,-2%,3%,-0.2%,2%,i,-26%
Cc1ccc(C2=N/C(=C/N3CCOCC3)C(=O)O2)cc1,-12%,0%,-2.0,?,13%,2.4%,0%,i,18%
COc1cc(C(=O)OCC(=O)c2cc(C)n(C)c2C)cc(NC(=O)c2ccco2)c1OC,-5%,-18%,-1.1,3%,-1%,0.1%,0%,.,6%
Cc1sc(-c2cc3ccccc3oc2=O)nc1-c1ccc(Cl)c(Cl)c1,-17%,1%,.,.,4%,3.4%,.,.,-7%
Cc1cccc(OCCCn2c(=O)sc3ccccc32)c1,-1%,7%,0.6,18%,-1%,3.5%,4%,i,0%
CNc1cc(CS(=O)c2ccccc2)nc(-c2ccccc2)n1 (stereo unspecified),12%,8%,0.8,.,14%,-0.3%,2%,-123%*,30%
Cc1cccc(C(=O)Nc2ccccc2C(=O)OCC(=O)Nc2ccc(C#N)cc2)c1,-32%,-6%,-2.7,12%,-20%,5.0%,0%,i,-17%
O=C(COc1ccccc1)Nc1nc2cc3c(cc2s1)OCCO3,4%,-2%,-2.5,4%,-3%,7.1%,-6%,i,-4%
O=C(O)c1cccc(S(=O)(=O)NNc2ccccc2C(F)(F)F)c1,-16%,0%,-1.3,3%,-21%,0.2%,-1%,i,-8%
CCOc1ccc(-c2nc(C#N)c(N3CCN(Cc4ccccc4)CC3)o2)cc1,-3%,3%,-1.8,4%,3%,2.7%,-1%,i,22%
Cc1cc(C)cc(NC(=O)CCc2ccc(C)o2)c1,23%,-4%,-0.3,4%,-19%,2.8%,0%,i,12%
O=C(Nc1ccc2c(c1)OCCO2)C1CCN(C(=O)c2ccc(Br)cc2)CC1,-1%,0%,2.2,-9%,-28%,-1.1%,-3%,i,15%
CC(C)CC(C(=O)O)N1C(=O)C2C3CC(C2C1=O)C1C(c2ccccc2)c2sc(=O)[nH]c2SC31 (stereo unspecified),-1%,3%,2.1,?,?,-0.4%,3%,i,-3%
O=C(O)c1cc(-c2ccc(/C=N/N3C(=O)C4C5C=CC(CC5)C4C3=O)o2)ccc1Cl (stereo unspecified),-1%,0%,0.7,11%,-9%,4.6%,-5%,i,-13%
CCOc1ccc(S(=O)(=O)NCCC(=O)NCC(c2ccc(OC)cc2)N2CCOCC2)cc1 (stereo unspecified),-6%,.,0.1,.,-5%,-1.3%,.,i,4%
COc1ccc(Oc2ccc(C(F)(F)F)cc2NC(=O)c2ccc(F)cc2)cc1,-6%,-1%,-3.7,-17%,7%,1.9%,?,i,11%
Cc1cc(NC(=O)C(C)SCC(=O)NCc2ccc(F)cc2)no1 (stereo unspecified),-12%,5%,-0.6,1%,0%,1.2%,0%,i,3%
O=S(=O)(NCCc1ccncc1)c1ccc(F)cc1,1%,0%,-6.5,2%,7%,-1.7%,0%,i,-16%
CC1CCN(Cc2ccc(NC(=O)C3CCN(c4nnc(-n5cccc5)s4)CC3)cc2)CC1,-13%,-12%,-1.1,9%,1%,1.1%,1%,i,-3%
COc1ccccc1N1CCN(C(=O)c2coc(=O)c(Br)c2)CC1,-11%,-4%,1.5,11%,-8%,?,-2%,i,-2%
COc1ccc(N2CCN(C(=O)CCc3c(C)nn(-c4ccc(N5CCCC5)nn4)c3C)CC2)cc1,-6%,12%,.,?,-4%,-0.8%,.,.,-9%
COc1cc(/C=N/NC(=O)c2cccnc2)ccc1OS(=O)(=O)c1ccc(F)cc1,-5%,-3%[1.84 µM],0.6,-9%,-4%,-0.5%,-2%,i,16%
COc1ccccc1-c1c(C)oc2c(CN3CCOCC3)c(O)ccc2c1=O,-10%,0%,0.5,-2%,-22%,-0.3%,-3%,i,4%
CCOC(=O)c1[nH]c2ccccc2c1NC(=O)NC1CCCCC1,-17%,-2%,-2.1,?,-33%,0.3%,0%,i,0%

# Only A549 tox (two entries from above):
SMILES	A549 tox
Cc1ccccc1Oc1nc2ccccn2c(=O)c1/C=C(\C#N)c1nc2ccccc2[nH]1	1%
CC(C)CC(C(=O)O)N1C(=O)C2C3CC(C2C1=O)C1C(c2ccccc2)c2sc(=O)[nH]c2SC31 (stereo unspecified)	3%
